D2 antagonist: HTS Assay for Allosteric Antagonists of the Human D2 Dopamine Receptor: Primary Screen for Antagonists; D(2) dopamine receptor (Homo sapiens), P14416; HEK293 TREx D2 cells, calcium flux, dopamine EC80; inhibition, % at 10 µM; 340,000 tested, 2% active; in the data active means inhibition above about 30%; further: 0% is about no effect
Target sequence (P14416 whole entry, looked up): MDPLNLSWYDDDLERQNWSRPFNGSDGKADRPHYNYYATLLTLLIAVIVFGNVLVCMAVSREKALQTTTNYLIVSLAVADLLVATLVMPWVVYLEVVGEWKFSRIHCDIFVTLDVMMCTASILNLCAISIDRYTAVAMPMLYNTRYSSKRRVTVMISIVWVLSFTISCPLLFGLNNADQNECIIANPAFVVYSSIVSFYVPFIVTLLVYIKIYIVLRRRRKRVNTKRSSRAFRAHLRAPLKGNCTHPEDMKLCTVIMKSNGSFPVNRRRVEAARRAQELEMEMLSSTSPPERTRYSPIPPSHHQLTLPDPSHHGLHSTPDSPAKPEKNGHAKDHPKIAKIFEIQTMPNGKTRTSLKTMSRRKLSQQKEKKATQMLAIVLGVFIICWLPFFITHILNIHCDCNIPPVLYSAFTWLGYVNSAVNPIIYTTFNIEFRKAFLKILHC
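Tetracycline-induced HEK293 T-REx cells expressing D2 force-coupled to calcium signalling were dye-loaded, exposed to compound for 180 s, then challenged with an EC80 of dopamine; calcium flux was followed kinetically for a further 180 s.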
ALOX12 inh: Primary qHTS assay for inhibitors of human arachidonate 12S-lipoxygenase (ALOX12): Round 2. Polyunsaturated fatty acid lipoxygenase ALOX12 (Homo sapiens), P18054. purified 12hLO, xylenol orange hydroperoxide absorbance. Potency, µM (highest dose often 108 µM), without a hit: at the highest dose activity change, negative = inhibition, usual class: inhibitors. 580,000 tested, 1.1% active; further: potency means the concentration at half of the fitted maximal effect; on the % scale 0 is the no-effect control and ±100 the full control effect
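Purified human 12hLO at 150 nM in 25 mM Hepes, 0.01% Triton X-100, pH 7.0, preincubated 15 min at room temperature with compound. Reaction started with 40 uM arachidonic acid, 30 min at room temperature. Hydroperoxide measured by Fe-xylenol orange, 573/405 nm absorbance ratio.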
ERG Ets-DNA blk: qHTS for Small Molecule Inhibitors of the ERG Ets/DNA interaction | AID 624246, 2012 | fluorescence polarization, His-ERG Ets domain / labelled DNA | Potency, µM (highest dose often 76.9 µM), for inactives: top-dose FP activity, negative = inhibition, hits mostly inhibitors | Transcriptional regulator ERG (Homo sapiens), P11308 | 370,000 tested, 0.028% active; active means well fitted inhibition curve with a large enough effect in the polarisation, with a control signal flat; inconclusive means small, poorly fitted or top-dose-only effect, or effect the other way, or a change in a side signal; inactive means no such curve, though single readings can be large or run the other way; the % refers to the polarisation;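 further: polarization taken with two DNA probes labelled with fluorescein and Texas red; potency means the concentration at half of the fitted maximal effect; % of control where 0% means no effect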
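His-tagged ERG Ets domain (1 uM in the protein solution; 300mM KCl, 50mM Tris-HCl, 1mM EDTA, 1mM DTT, pH 7.5) received compound, then a probe mix of 5 nM fluorescein-DNA and 100nM Texas-615-DNA. Fluorescence polarization was read for both dyes.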
D2 agonist: HTS Assay for Allosteric Agonists of the Human D2 Dopamine Receptor: Primary Screen for Agonists | 340,000 tested, 0.53% active | HEK293 T-REx D2 cells, calcium flux agonist mode | AID 485358, 2010 | activation, % at 2 µM | D(2) dopamine receptor (Homo sapiens), P14416;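 active means activation over 3 SD above normal in the single-dose calcium agonist read, cut at about 30% in these data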; further: 0% is about no effect
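Agonism scored from kinetic calcium signal (1 read/sec, 180 s) following compound pin transfer, after a 10 s baseline. Cells: HEK293 Trex line expressing inducible D2 receptor coupled to calcium, dye-loaded after overnight culture at 30 C.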
Vif-A3F inh: qHTS for Inhibitors of Vif-A3F Interactions: qHTS | HeLa A3F-eYFP + Vif (tagged APOBEC3F with the HIV-1 protein that degrades it), YFP fluorescence increase | Potency, µM (series often up to 46.1 µM), inactives show top-dose activity, negative = active | 390,000 tested, 0.2% active | AID 602313, 2012; further: potency means the concentration at half of the fitted maximal effect; % of control where 0% means no effect; nearly all actives have a fitted effect of over 65% in size
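HeLa cells stably expressing Vif plus C-terminally eYFP-tagged A3F were seeded, incubated overnight at 37 deg C, dosed with compound, incubated overnight again at 37 deg C. Yellow fluorescence (Ex 488/Em 500-530) reported blocked Vif-mediated A3F-eYFP degradation.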
LDHA block: qHTS assay for inhibitors of human lactate dehydrogenase | L-lactate dehydrogenase A chain (Homo sapiens), P00338 | activity change, % (values are at about 110 or 230 µM) | 480,000 tested, 0.15% active | purified LDHA, NADH/diaphorase-resazurin fluorescence; stronger effect = lower value; in the data active means activity change below about -30%; inconclusive means mostly about -25% to -30%;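 further: plate controls were DMSO wells for no effect and wells without enzyme for full effect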
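LDH5 2 nM; NADH 0.06 mM, pyruvate 0.2 mM; 200 mM Tris pH 7.4, EDTA, Tween-20; 5 min RT. Detection: diaphorase 0.133 mg/mL + resazurin 37 µM, fluorescence ex540/em590 at 0 and 20 min; normalized to enzyme-free and DMSO wells.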
RGS4 inhibitor: Inhibitors of Regulator of G Protein Signaling (RGS) 4: qHTS. Regulator of G-protein signaling 4 (Homo sapiens), P49798. Transcreener GDP fluorescence polarization, RGS4-accelerated GTP hydrolysis. Potency, µM (top dose mostly 114 µM), for the others: top-dose activity change, negative = inhibition, most hits filed as inhibitors. 390,000 tested, 0.039% active; further: potency means the concentration at half of the fitted maximal effect; on the % scale 0 is the no-effect control and ±100 the full control effect; nearly all actives have a fitted effect of over 75% in size; some results filed as inactive show a strong effect at the top dose
Target sequence (P49798 whole entry, looked up): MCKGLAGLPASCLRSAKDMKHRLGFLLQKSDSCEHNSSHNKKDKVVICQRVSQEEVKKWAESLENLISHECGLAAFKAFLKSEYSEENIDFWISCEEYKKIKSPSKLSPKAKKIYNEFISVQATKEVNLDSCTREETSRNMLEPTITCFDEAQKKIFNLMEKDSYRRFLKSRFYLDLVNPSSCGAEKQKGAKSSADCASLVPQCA
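MLSMR compounds (23 nl, pin-transferred) preincubated 10 min at room temperature with a 500nM (2x) first reagent, then RGS4 at 900nM (2x) plus Transcreener GDP mix added; fluorescence polarization (620/688 nm) read before and after 90 min at 30 °C.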
Glioma ERSR ind: qHTS for Inducers of the Endoplasmic Reticulum Stress Response (ERSR) in Human Glioma: qHTS | 420,000 tested, 0.02% active | Potency, µM, for inactives: top-dose activation, usual class: activators | AID 602332, 2012 | U87-MG GRP78 promoter luciferase reporter, 16 h; further: potency means the concentration at half of the fitted maximal effect; series mostly up to about 76 µM; % of control where 0% means no effect; nearly all actives have a fitted effect of over 35% in size
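ERSR induction read as luciferase luminescence (Bright-Glo, 10 min at room temperature) in stably transfected human U87-MG glioma cells exposed to compounds for 16 h, using GRP78 as sensor.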
Vif-APOBEC3G blk: qHTS for Inhibitors of Vif-A3G Interactions: qHTS; AID 602310, 2012; DNA dC->dU-editing enzyme APOBEC-3G (Homo sapiens), Q9HC16; 410,000 tested, 0.076% active; HeLa A3G-eYFP + Vif (tagged APOBEC3G with the HIV-1 protein that degrades it), YFP fluorescence, overnight; Potency, µM (series often up to 46.1 µM), for the others: top-dose activity, negative = active, usual class: inhibitors;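 further: potency means the concentration at half of the fitted maximal effect; on the % scale 0 is the no-effect control and ±100 the full control effect; nearly all actives have a fitted effect of over 60% in size; hits raise eYFP signal because A3G escapes Vif-driven loss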
Target sequence (Q9HC16 whole entry, looked up): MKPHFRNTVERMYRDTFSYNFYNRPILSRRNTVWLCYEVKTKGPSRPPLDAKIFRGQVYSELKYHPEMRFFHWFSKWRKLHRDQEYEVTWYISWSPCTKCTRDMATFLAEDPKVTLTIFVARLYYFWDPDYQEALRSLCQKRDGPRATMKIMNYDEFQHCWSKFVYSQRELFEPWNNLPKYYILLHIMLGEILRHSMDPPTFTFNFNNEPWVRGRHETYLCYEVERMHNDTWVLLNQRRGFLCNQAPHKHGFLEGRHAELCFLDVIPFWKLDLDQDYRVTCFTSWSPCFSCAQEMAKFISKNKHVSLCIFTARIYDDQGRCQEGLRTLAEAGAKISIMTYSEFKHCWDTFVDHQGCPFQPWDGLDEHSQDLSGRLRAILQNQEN
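HeLa cells stably expressing Vif and C-terminally eYFP-tagged A3G, seeded overnight at 37 deg C, then exposed to compound by pintool overnight at 37 deg C. Rise in yellow fluorescence (Ex 488/Em 500-530, Acumen) marks blocked Vif-driven A3G degradation.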
* hit, by the source's call; ? = inconclusive; / = not tested or not shown; & = joins results of further samples; [ ] = another dose, or the depositor's remark. Unless noted, the call rests on the fitted dose curve; in most records, active means well fitted curve in the direction sought with a large enough effect; inconclusive means small, poorly fitted or top-dose-only effect, or another doubt; inactive means no such curve, though single readings can be large; an effect the other way counts as inactive or inconclusive. A portion of the library. The share of hits here may be higher or lower than overall.

SMILES,D2 antagonist,ALOX12 inh,ERG Ets-DNA blk,D2 agonist,Vif-A3F inh,LDHA block,RGS4 inhibitor,Glioma ERSR ind,Vif-APOBEC3G blk
CC(=O)N1CCOc2ccc(S(=O)(=O)N(C)c3ccc(C)cc3)cc21,-5.5,-5.1%,15.3%,-0.4,0.2%,-1.0,-32.7%[56.9 µM],-3.8%,0.6%
COc1ccc(Cl)cc1NC(=O)Cn1cnc2sc(C)c(S(=O)(=O)N3CCN(c4ccccc4OC)CC3)c2c1=O,/,6.1%,-2.7%,2.3,-4.6%,-4.3,-13.3%,1.1%,-2.5%
O=C(NCc1ccco1)c1ccc(CS(=O)(=O)Cc2ccc(F)cc2)o1,-10.5,/,8.7%,-0.3,7.5%,-2.0,-5.0%,-3.5%,6.2%
C=C(C)CSC1=C(C#N)C(c2ccsc2)CC(=O)N1 (stereo not given),-4.4,?,-10.3%,-0.5,-0.6%,12.3,-21.6%,-6.9%,0.7%
Oc1ccccc1N1CCN(C(c2ccccc2)c2ccccc2)CC1,30.3*,0.4%,-5.6%,-0.2,3.5%,2.5,-39.6%,-2.5%,-0.3%
Cc1ccc(CS(=O)Cc2ccc(C(=O)NC3CCCCC3)o2)cc1 (stereo not given),/,21.0%,-1.4%,/,0.2%,-0.5,15.5%,-5.7%,-1.9%
Cc1ccn(C(C)CC(=O)Nc2ccc(-c3ccno3)cc2)n1 (stereo not given),-5.5,14.2%,-15.9%,-0.8,0.6%,-6.9,8.8%,0.0%,-8.6%
C=CCn1c(SCC(=O)Nc2cc(C)ccc2C)nnc1-c1cnccn1,-0.8,0.0%,-11.5%,-1.4,-2.3%,-9.1,-0.7%,-2.7%,0.6%
Cc1ccc(C(C)NC(=O)c2c(-c3ccccc3)noc2C)cc1C (stereo not given),-4.4,?,2.3%,-2.1,0.8%,-3.6,-27.9%,-6.3%,-0.2%
Cc1c(NC(=S)Nc2ccc(Cl)cc2)c(=O)n(-c2ccccc2)n1C,4.0,-5.0%,-10.1%,0.5,5.8%,-1.9,-25.0%,-2.9%,6.0%
Nn1c(SCC(=O)N2CCCC2)nnc1C1CCCCC1,/,-8.9%,/,/,0.3%,0.0,/,-7.4%,-3.0%
C[C@H]1Oc2ccccc2C(=O)C1C(=O)c1ccccc1 (stereo not given in full),/,16.5%,1.8%,/,-7.3%,-6.6,15.9%,-0.1%,-0.2%
COc1cc(OC)c(NC(=O)Nc2c(C)n(C)n(-c3ccccc3)c2=O)cc1Cl,/,-0.8%,-3.4%,-0.3,-4.5%,1.9,-7.0%,-4.3%,-1.7%
O=C1COc2ccc(C(=O)COC(=O)Cc3ccccc3F)cc2N1,/,-5.7%,-5.3%,/,0.8%,1.1,-6.5%,5.1%,1.2%
CCOc1cc(S(=O)(=O)N(CC)CC)ccc1F,-17.0,-9.8%,4.2%,0.0,0.6%,-0.2,19.2%,-2.2%,1.9%
Cc1ccc(N2C(=O)CC(Sc3cccs3)C2=O)cc1 (stereo not given),8.3,275.8%[activator],1.0%,0.0,4.1%,0.2,6.1%,0.7%,0.1%
CCCCc1nnc2c(N(C)S(=O)(=O)c3ccccc3)nc3ccccc3n12,5.3,0.2%,-1.8%,-1.6,-24.6%,-5.2,-19.1%,2.6%,-3.2%
Cn1c(=O)c2[nH]c(-c3cccnc3)nc2n(C)c1=O,-0.8,-20.6%,-6.1%,-0.6,-5.7%,-6.3,-15.7%,-0.8%,1.5%
Cc1cc(C(=O)N(C)Cc2c(F)cccc2Cl)c2ccccc2n1,1.6,-19.8%,5.0%,0.1,4.7%,9.4,-14.9%,0.6%,-4.5%
CCCCC(O)(c1ccccc1)C(CN1CCOCC1)c1ccccc1 (stereo not given),6.7,?,9.6%,1.0,14.5%,0.0,1.1%,-4.4%,2.4%
COC(=O)c1cc(S(=O)(=O)NCCc2ccccc2)c[nH]1,-3.4,1.5%,1.5%,0.3,-2.6%,-0.8,13.8%,-3.4%,-5.1%
CCCNC(=O)C1CCC(Cn2c(=O)c3sccc3n(CC(=O)NCc3cccc(OC)c3OC)c2=O)CC1 (stereo not given),/,0.0%,-0.2%,/,-1.9%,-15.5,19.1%,1.1%,-1.8%
Cc1ccc2oc(=O)c(/C=C(\O)c3ccccc3)nc2c1,-4.0,?,6.7%,0.3,-14.9%,2.3,-11.2%[56.9 µM],?,-13.1%
Cc1ccc(CNC(=O)Cn2nc(N3CCN(c4ccccc4)CC3)ccc2=O)cc1,/,-13.9%,-0.9%,-0.1,0.5%,3.3,-15.2%,-1.5%,-0.5%
CCC(C)c1ccc(OCC(=O)Nc2cccc3ccc(C)nc23)cc1 (stereo not given),/,-5.9%&-10.6%,-0.4%,0.1,2.7%,-0.1&-0.9,-12.8%,-3.7%,-4.1%
O=[N+]([O-])c1ccc(CSc2nnc(Cc3ccccc3)o2)cc1,-5.4,-23.7%,-6.0%,-2.7,-12.6%,-2.2,-14.7%[56.9 µM],0.6%,-4.9%
COc1ccc(CN2CCNC(=O)C2CC(=O)NC2Cc3ccccc3C2)c(OC)c1 (stereo not given),/,-2.3%,-8.0%,/,-6.5%,2.0,-10.2%,-5.0%,0.4%
Cc1ccc(S(=O)(=O)N2CCN(C(=O)c3ccc(N4CCCCC4)c([N+](=O)[O-])c3)CC2)cc1,1.6,/,-9.8%,-0.2,-7.4%,-10.3,13.6%,1.8%,1.6%
COc1ccc(OC)c(NS(=O)(=O)c2ccc(N3CCCC3=O)cc2)c1,-17.9,0.0%&-6.4%,16.4%,-0.2,-22.7%,-4.4&-9.4,-9.5%,-5.3%,?
S=C1NCN(C2CCCCC2)CN1CCc1ccccc1,11.1,36.4%,8.2%,-0.7,-1.8%,-5.2,39.5%,-1.6%,6.5%
COc1ccc(CN2CCC(n3nccc3NC(=O)CCCc3ccccc3)CC2)cc1C,-25.3,316.8%[activator],-7.5%,2.9,1.7%,-2.3,-20.4%,-5.9%,6.0%
O=C(Nc1nc2c(Cl)cccc2s1)c1ccc(S(=O)(=O)N2CCc3ccccc32)cc1,/,?,-2.6%,0.7,-7.5%,-2.6,-39.2%,-3.1%,4.8%
Cn1nnnc1NCc1ccc(Cl)cc1,0.1,0.0%,-6.2%,-0.3,13.5%,-10.7,19.7%,-2.9%,-0.6%
COc1ccc(C2C(C(=O)N3CCN(c4ccccc4)CC3)c3ccccc3C(=O)N2C)cc1 (stereo not given),12.2,-17.5%,8.0%,0.3,/,4.6,26.1%,-4.8%,-4.3%
Cc1nn(C)c(=O)n1-c1ccc(OCc2ccccc2)cc1,-17.6,/,2.2%,0.7,-12.1%,7.3,15.4%,1.6%,0.4%
Cc1cc(-c2cccs2)n[nH]1,-4.5,2.7%&-33.2%,-3.9%,0.3,2.3%,-5.8&8.6,15.2%,-3.2%,-0.9%
O=C(NCc1ccc(Cl)cc1)c1cc2c(s1)CS(=O)(=O)C2,-10.3,?,1.9%,0.2,5.0%,-2.2,-7.1%[56.9 µM],1.4%,-0.9%
CNC(=O)c1c(NC(=O)/C=C/c2ccccc2Cl)sc2c1CCC2,/,?,7.6%,0.3,-13.5%,-1.9,-9.4%,-2.5%,0.7%
Cc1ccccc1Cn1nc(C)c(NC(=O)c2cc(-c3ccco3)on2)c1C,3.9,-22.4%,3.7%,-0.6,-11.8%,-2.2,?,-4.6%,0.9%
CC(C)(C)OC(=O)[C@H]1[C@H](c2ccc([N+](=O)[O-])cc2)C2(C(=O)c3ccccc3C2=O)C2c3ccccc3C=NN21 (stereo not given in full),-0.4,-26.5%,11.5%,0.0,4.8%,1.7,-28.5%,4.0%,-6.9%

Screens (PubChem)
